Bioassay records deposited in PubChem BioAssay by several laboratories.
EP2 mod = EP2 receptor modulators, cAMP readout, primary screen, cell-based, HTRF cAMP, PGE2 stimulation. 260,000 tested, 0.83% active. EP2-expressing cells, cAMP HTRF FRET, PGE2 co-stimulation. induction, % at 25 µM. Prostaglandin E2 receptor EP2 subtype (Homo sapiens), P43116;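 active = compounds whose cAMP rise, as percent of the full-agonist control response, exceeds 60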;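 also: rat C6 glioma line stably carrying human EP2 under a CMV promoter; the protocol text gives 20 µM as final concentration; 100% = response of wells given 1 µM PGE2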
eIF4E 4G PPI = eIF4E–eIF4G protein interaction inhibitors, primary screen, biochemical, uHTS, TR-FRET, eIF4GI fragment. Eukaryotic translation initiation factor 4E (Mus musculus) + Eukaryotic translation …. TR-FRET eIF4E-eIF4GI(517-606) binding, 2 h. inhibition, % at 21.7 µM. 220,000 tested, 0.37% active. AID 782, 2007;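 active = inhibition above about 30%, limit read from the data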;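 also: 0% = full FRET control wells and 100% = background wells lacking eIF4GI fragment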
m-calpain inh = inhibitors of pig calpain II, primary screen, biochemical, fluorogenic peptide substrate, 1536-well | purified calpain II, 30 min | inhibition, % at 16 µM | AID 1236, 2008 | 220,000 tested, 0.37% active;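 active = inhibition above about 50%, limit read from the data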
L929 necroptosis = inhibitors of zVAD-triggered necroptosis, primary screen, L929 cells | 220,000 tested, 0.38% active | viability rescue, % at 10 µM | AID 1377, 2008 | L929 zVAD necroptosis rescue, ATP luminescence, 24 h; with zVAD 60 µM;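 active = activation, scaled between plate controls, above about 75%, limit read from the data; inactive = activation under that limit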;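 also: 0% = zVAD with DMSO and 100% = DMSO alone without zVAD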
EP2 antag = human EP2 receptor antagonists, primary screen, TR-FRET cAMP, C6 glioma cells. Prostaglandin E2 receptor EP2 subtype (Homo sapiens), P43116. C6 glioma cells expressing human EP2; cells stimulated with saturating PGE2. inhibition, % at 25 µM. 260,000 tested, 0.52% active. AID 1422, 2008;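 active = percent inhibition above 40 after rounding to a whole number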;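 also: rat C6 glioma host cells with rolipram phosphodiesterase inhibitor present; the protocol text gives 20 µM as final concentration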
TbHK1 inh = Trypanosoma brucei hexokinase 1 inhibitors, primary screen, biochemical, G6PDH-coupled NADH absorbance, MLSCN library. recombinant TbHK1, G6PDH-coupled NADH A340. inhibition, % at 10 µM. 220,000 tested, 0.11% active;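 active = inhibition of 50% or more in the single-dose primary screen; inactive = inhibition below 50%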
14-3-3 Bad PPI = inhibitors of 14-3-3 zeta/Bad binding, primary screen, biochemical, TR-FRET, bovine 14-3-3 zeta; 14-3-3 protein zeta/delta (Bos taurus), P63103; TR-FRET 14-3-3zeta/Dy647-pBad peptide displacement, 1 h; inhibition, % at 21.7 µM; 220,000 tested, 0.71% active; AID 781, 2007;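 active = inhibition above about 70%, limit read from the data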;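 also: 0% = full 14-3-3 plus peptide FRET controls and 100% = background without 14-3-3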
Target sequence (P63103 whole entry, looked up): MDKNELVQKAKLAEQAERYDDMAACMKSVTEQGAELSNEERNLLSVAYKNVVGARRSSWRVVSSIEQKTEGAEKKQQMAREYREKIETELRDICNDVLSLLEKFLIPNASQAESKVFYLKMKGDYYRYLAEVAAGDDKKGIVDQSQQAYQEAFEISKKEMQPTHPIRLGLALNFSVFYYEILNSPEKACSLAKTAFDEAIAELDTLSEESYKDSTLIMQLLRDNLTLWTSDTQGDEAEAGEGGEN
Hck-Nef inh = inhibitors of Nef-activated human Hck kinase, primary screen, biochemical, Z-Lyte FRET, 384-well, Hck-YEEI. inhibition, % at 20 µM. Tyrosine-protein kinase HCK (Homo sapiens), P08631. 220,000 tested, 0.68% active. Recombinant Hck-YEEI plus Nef, Z-Lyte FRET kinase assay. AID 463187, 2010;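 active = Hck-Nef kinase inhibition above about 50%, limit read from the data; inactive = inhibition below that limit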;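 also: 0% = DMSO with Hck plus Nef and 100% = Hck alone without Nef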
Target sequence (P08631 whole entry, looked up): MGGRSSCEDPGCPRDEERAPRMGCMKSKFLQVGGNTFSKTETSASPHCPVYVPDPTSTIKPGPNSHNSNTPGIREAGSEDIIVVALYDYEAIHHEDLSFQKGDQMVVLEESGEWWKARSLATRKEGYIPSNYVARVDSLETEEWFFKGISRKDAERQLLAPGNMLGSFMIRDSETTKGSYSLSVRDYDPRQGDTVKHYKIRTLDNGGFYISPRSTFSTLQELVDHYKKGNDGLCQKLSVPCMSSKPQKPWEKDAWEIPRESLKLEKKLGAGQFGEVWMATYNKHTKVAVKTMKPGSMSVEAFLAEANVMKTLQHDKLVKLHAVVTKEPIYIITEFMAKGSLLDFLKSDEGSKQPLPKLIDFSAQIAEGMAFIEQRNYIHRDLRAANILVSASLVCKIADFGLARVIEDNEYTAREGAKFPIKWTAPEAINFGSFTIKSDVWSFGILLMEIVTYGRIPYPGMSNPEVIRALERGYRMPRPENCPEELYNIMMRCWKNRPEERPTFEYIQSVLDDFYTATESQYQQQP
Rad51 HR inh = human RAD51 strand exchange inhibitors, primary screen, biochemical, fluorescence. inhibition, % at 10 µM. DNA repair protein RAD51 homolog 1 (Homo sapiens), Q06609. 200,000 tested, 0.085% active. hRad51 DNA strand exchange, fluorescence dequenching;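 active = inhibition above 40% at the single screening dose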;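 also: 0% = DMSO control wells and 100% = blanks with heterologous ssDNA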
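Material: Human Rad51 nucleoprotein filaments preassembled on unlabelled ssDNA | Also added: Labelled 47-mer dsDNA for strand exchange | Dosing: Single dose, 10 µM final compound | Schedule: 30-min compound preincubation and 15-min exchange, both room temperature | Technique: Fluorescence dequenching at 485/520 nm | Measure: Percent inhibition relative to plate controls and blanks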
Active calls of the source: *; i = inactive; · = no result given; & = joins results of further samples; [ ] = dose if it differs, or a comment. These rows are one share of the data; the hit share may differ from the screen's.

Values in the order: EP2 mod, eIF4E 4G PPI, m-calpain inh, L929 necroptosis, EP2 antag, TbHK1 inh, 14-3-3 Bad PPI, Hck-Nef inh, Rad51 HR inh
1) N#CCC(=N)N1CCN(c2ccc(Cl)cc2)CC1
→ -17, ·, -18, 0.4, 10, 0, ·, 0, -1
2) COCCNC(=S)NCCCNc1nc2cc3c(cc2cc1C#N)OCO3
→ -25, -4, i, 0.4, 4, -3, 2, 70*, 6
3) CCOc1ccc2nc(SCC(=O)N3CCN(C(=O)c4ccco4)CC3)sc2c1
→ -30, -5[fluorescence artefact?], -17, 34, 10, -5, -3[fluorescence artefact?], 0, 6
4) O=C(c1cccc(C(=O)N2CCN(c3ccccc3F)CC2)n1)N1CCN(c2ccccc2F)CC1
→ 11, 1, 13, -0.4, 6, -12, -1, -1, 1
5) S=C(NC1CCCC1)N1CCN(c2ncccn2)CC1
→ 7, 1, -17, 1.8, 8, -5, -8, 20, -13
6) Cc1ccccc1CS(=O)(=O)c1nnc([C@H](CC(C)C)NC(=O)OC(C)(C)C)o1
→ 11, 6, 22, 2.6, 5, 1, -25, -3, -1
7) Cc1ccc(/C=C/C(=O)OCC(=O)NCCN2C(=O)CSC2=O)o1
→ -2, 4, 19, -1.3, 9, 2, -14, 30, -3
8) O=C(O)c1nn(-c2ccccc2)ccc1=O
→ 18, -12, -11, 0.2, 18, -7, 36[fluorescence artefact?], 0, -2
9) Cc1c(Cl)cccc1NC(=S)NN1CCOCC1
→ -5, -2, -19, 0.5, 15, 2, 9, 2, ·
10) O=C1CCC(C(=O)Nc2ccccc2)N1 (stereo not given)
→ 18, 1[fluorescence artefact?], -6, -0.8, 8, -4, 1, 8, 5
11) C=CCN(CC(=O)NC1CCS(=O)(=O)C1)S(=O)(=O)c1ccccc1C(F)(F)F (stereo not given)
→ -11, 0, 5, 0.8, 4, 10, -5, -29, -3
12) Clc1ccc(C2[C@H]3CN(Cc4ccc(-c5ccccc5)cc4)[C@H](c4ccccc4)C34CC2(c2cccnc2)C4)cn1 (stereo not given in full)
→ 2, -1, -1, 0.4, 26, -10, 0, 8, -6
13) CCOC(=O)C1=C(C)NC2=C(C(=O)CC(C)(C)C2)C1c1coc2ccccc2c1=O (stereo not given)
→ 1, -2, 27, -0.6, 11, -20, -25, 0, -6
14) CCc1c(C)sc(NC(NC(C)=O)(C(=O)OC)C(F)(F)F)c1C#N (stereo not given)
→ 32, 6, -12, ·, 7, -2, -5, 3, -24
15) O=C(NC1CC1)C1CCN(C2CCN(C(=O)c3ccc4cccc(F)c4n3)CC2)CC1
→ 4, 2, -21, -0.5, 4, 4, -4, -1, -45

New compounds follow:
Values in the order: EP2 mod, eIF4E 4G PPI, m-calpain inh, L929 necroptosis, EP2 antag, TbHK1 inh, 14-3-3 Bad PPI, Hck-Nef inh, Rad51 HR inh
16) Cc1ccc(-c2csc(N(Cc3ccco3)C(=O)c3cccs3)n2)cc1
→ 14, 7, -29, -0.5, 3, -11, -1, 7, 3
17) CC(C)Oc1ccccc1C1CC(=O)Nc2c1c(=O)n(C)c(=O)n2C (stereo not given)
→ 12, 4[fluorescence artefact?], -17, -0.3, ·, -4, 4, -1, ·
18) Cc1nnc(C)n1/N=C/c1cccc([N+](=O)[O-])c1
→ 22, 2, -16, 3.0, 7, 1, -5, 22, -1
19) CC(NC(=O)c1ccc(OC2CCN(C(=O)c3cccnc3)CC2)cc1)C1CC1 (stereo not given)
→ -6, 3, -2, 13, 8, 0, 3, 21, -3
20) Cc1ccsc1/C=C/c1ccc2ccccc2n1
→ 6, 7, 13, 0.5, ·, -6, 58, -1, ·
21) Cc1cc(C)cc(N(CC(=O)NCCSCc2ccco2)S(C)(=O)=O)c1
→ 3, -3, -41, 0.9, 11, 1, -7, 19, -4
22) CCC(=O)Nc1ccc2c(c1)ncn2-c1ccccc1OC
→ 3, -1[fluorescence artefact?], -31, 0.5, 8, 9, -2[fluorescence artefact?], 2, 2
23) CCOc1ccccc1-c1nc(-c2cccc(Br)c2)no1
→ 40, 1, 7, -0.8, 7, -10, -11, 3, -3
24) Oc1ccc2ccccc2c1CNc1cnc2ccccc2c1
→ -33&1, 3[fluorescence artefact?], -228, -0.3, 9&-5, -12, 11, 8, -5
25) Clc1ccc(-c2c[n+]3c(n2-c2ccccc2)SCC3)cc1
→ -22, -1, 30, 0.6, 4, 15, 12, 11, 3
26) O=C(Nc1ccc2c(c1)CCC2)c1ccccc1
→ -9, -1, 9, 3.2, 5, -2, -4, 2, -8
27) CC(=O)N1CCN(c2ccc(Oc3nnnn3-c3ccccc3)cc2)CC1
→ 25, -5, 0, -0.7, 2, 5, -5, 10, -3
28) CC(C)(c1ccccc1)c1ccc(OCCN)cc1
→ -48, -2, -3, 0.5, 6, 9, -4, 25, 14
29) Cc1nc2cc(-c3ccc(Cl)cc3)nn2c(NCCN(C)C)c1C
→ -54, 0, -44, 15, 4, -9, -16, -3, 26
30) O=C(NCc1ccc(F)cc1Cl)C1CCN(S(=O)(=O)N2CCC3(CC2)OCCO3)CC1
→ 19, 6, 11, 0.1, 4, -4, -7, 0, -1

(further entries)
Values in the order: EP2 mod, eIF4E 4G PPI, m-calpain inh, L929 necroptosis, EP2 antag, TbHK1 inh, 14-3-3 Bad PPI, Hck-Nef inh, Rad51 HR inh
31) CC(=O)N1CCN(c2ccccc2NC(=O)COc2ccccc2C)CC1
→ -11, 0, 0, -1.8, 8, 7, 0, 21, -5
32) O=C(Nc1ccc(-c2nnc(-c3ccccc3)o2)cc1)C(F)(F)F
→ -23, -5[fluorescence artefact?], -25, 1.1, ·, -12, 16, 1, ·
33) CCCN1C(=O)CSC1=Nc1ccccc1
→ 20, 2, -18, 3.1, 8, 3, -6, 19, 1
34) COc1ccc(C(=O)COC(=O)CCc2nc3ccccc3[nH]c2=O)cc1Br
→ -31&-27, -7, -6, 3.5, 10&12, -3, 2, -20, 2
35) Cc1ccc(C)c(NC(=O)CN(C)C(=O)Cc2ccccc2)c1
→ 15, 4[fluorescence artefact?], 0, 0.4, 8, 3, -4[fluorescence artefact?], 1, -4
36) CCOc1ccc(NC(=O)c2sc(NC(C)=O)c(C(=O)OC)c2C)cc1
→ -5&-41, 0, -87, -0.1, 11&7, 3, 6, 11, 0
37) CC(C)OC(=O)NCCOC(=O)Nc1ccccc1Cl
→ -4, 4, -19, 1.8, 13, -15, 5, 22, 5
38) O=C(CSc1nc2ccccc2o1)N1CCN(C(=O)c2ccco2)CC1
→ 26, 1, -40, 0.3, 10, 4, 13, 1, 7
39) Cn1c(C(=O)NCC2CCCO2)cc2oc3ccccc3c21 (stereo not given)
→ -52, -5, 0, 30, 9, -9, -20, 3, 7
40) C=CCn1c(-c2ccc(Cl)cc2)cnc1SC(C)C(N)=O (stereo not given)
→ -20, -1, -13, -0.1, 3, 2, -6, 17, ·
41) O=C1CN(CC(=O)N2CCOCC2)c2ccccc2O1
→ -17, 7, 18, -0.1, 14, 19, -7, 2, -2
42) COc1ccc(-n2c(SCC(=O)c3c(N)n(C)c(=O)n(C)c3=O)nc3ccccc32)cc1
→ -5, -1, -12, 0.2, 11, -2, -14, 1, 4
43) CC(C)OC(=O)CSc1nnc2c3ccccc3n(C)c2n1
→ -22&-4, 2, 3, 2.1, 9&7, -19, -6, 8, -5
44) CCCc1ccc(-c2ccc(C(=O)O)cc2)nc1
→ -20, 5, -9, 1.9, 5, 1, 2, -15, 4
45) COc1ccc(CN2CSC(=S)N(Cc3ccc(OC)cc3)C2)cc1
→ -6, 4, -8, -0.2, 4, -4, -7, 12, ·

Carrying on.
Values in the order: EP2 mod, eIF4E 4G PPI, m-calpain inh, L929 necroptosis, EP2 antag, TbHK1 inh, 14-3-3 Bad PPI, Hck-Nef inh, Rad51 HR inh
46) CN1C(=O)NC(c2ccc(O)cc2)C2=C1CN(c1ccc(O)cc1)C2=O (stereo not given)
→ -2, 1, 5, 1.9, 8, -6, 0, 24, 5
47) Cc1onc(-c2ccccc2)c1C(=O)Nc1nc2c(s1)CCCC2
→ 16, -3, 18, 0.6, 4, 4, 13, 12, -9
48) O=C(OCCN=C1NS(=O)(=O)c2ccccc21)C1CC(=O)N(c2ccc3ccccc3c2)C1 (stereo not given)
→ -28, 4, -13, -0.2, 9, -6, 1, 0, -2
49) O=C(CCSCCc1ccccn1)Nc1ccc(Cl)cn1
→ 6, -3, 29, -0.1, 9, -4, -5, -2, -1
50) Cn1cc(Br)c(C(=O)NNC(=O)c2ccc(Cl)cc2)n1
→ -10, -2[fluorescence artefact?], -10, 2.0, 6, 26, -12, 6, 12

Part of the list above in order of length of the SMILES, lowest first:
Values in the order: EP2 mod, eIF4E 4G PPI, m-calpain inh, L929 necroptosis, EP2 antag, TbHK1 inh, 14-3-3 Bad PPI, Hck-Nef inh, Rad51 HR inh
33) CCCN1C(=O)CSC1=Nc1ccccc1
→ 20, 2, -18, 3.1, 8, 3, -6, 19, 1
8) O=C(O)c1nn(-c2ccccc2)ccc1=O
→ 18, -12, -11, 0.2, 18, -7, 36[fluorescence artefact?], 0, -2
41) O=C1CN(CC(=O)N2CCOCC2)c2ccccc2O1
→ -17, 7, 18, -0.1, 14, 19, -7, 2, -2
50) Cn1cc(Br)c(C(=O)NNC(=O)c2ccc(Cl)cc2)n1
→ -10, -2[fluorescence artefact?], -10, 2.0, 6, 26, -12, 6, 12
25) Clc1ccc(-c2c[n+]3c(n2-c2ccccc2)SCC3)cc1
→ -22, -1, 30, 0.6, 4, 15, 12, 11, 3
29) Cc1nc2cc(-c3ccc(Cl)cc3)nn2c(NCCN(C)C)c1C
→ -54, 0, -44, 15, 4, -9, -16, -3, 26
32) O=C(Nc1ccc(-c2nnc(-c3ccccc3)o2)cc1)C(F)(F)F
→ -23, -5[fluorescence artefact?], -25, 1.1, ·, -12, 16, 1, ·
14) CCc1c(C)sc(NC(NC(C)=O)(C(=O)OC)C(F)(F)F)c1C#N (stereo not given)
→ 32, 6, -12, ·, 7, -2, -5, 3, -24
30) O=C(NCc1ccc(F)cc1Cl)C1CCN(S(=O)(=O)N2CCC3(CC2)OCCO3)CC1
→ 19, 6, 11, 0.1, 4, -4, -7, 0, -1
